# TRb-SRC2 inh: inhibitors of human thyroid hormone receptor beta-SRC2 interaction; P10828; TRbeta-SRC2 peptide binding, fluorescence polarization; receptor liganded with 1 µM T3; Potency, µM (highest dose often 106 µM), inactives show top-dose activity change, negative = inhibition, most hits filed as inhibitors; hit rate 0.065% among 280,000;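 also: plate controls were bound peptide for no effect and peptide without receptor for full effect; nearly all actives have a fitted effect of over 50% in size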
# Target sequence (P10828 whole entry, looked up): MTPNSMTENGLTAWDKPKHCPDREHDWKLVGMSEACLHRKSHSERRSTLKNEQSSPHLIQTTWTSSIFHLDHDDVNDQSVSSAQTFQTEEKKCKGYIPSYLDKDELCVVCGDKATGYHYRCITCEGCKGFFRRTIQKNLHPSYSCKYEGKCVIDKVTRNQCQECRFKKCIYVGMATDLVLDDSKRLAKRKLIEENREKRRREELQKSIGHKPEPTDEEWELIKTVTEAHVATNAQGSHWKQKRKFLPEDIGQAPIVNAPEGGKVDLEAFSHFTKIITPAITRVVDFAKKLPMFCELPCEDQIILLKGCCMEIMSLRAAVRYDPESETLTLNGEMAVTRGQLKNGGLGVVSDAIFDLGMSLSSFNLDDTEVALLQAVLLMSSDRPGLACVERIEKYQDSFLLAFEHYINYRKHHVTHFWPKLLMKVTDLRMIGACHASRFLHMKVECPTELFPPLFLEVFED
#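 TRb LBD 0.6 uM + Texas Red SRC2 peptide 20 nM, 1 uM T3, Tris buffer w/ 5% DMSO; compound pinned, 5 h RT; FP read ex 555/em 632; normalized to unbound and bound controls.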
# TR SRC2 fluor cs: counter-screen for TRb-SRC2 inhibitors: fluorescence interference; TRb/SRC2 Texas Red total fluorescence interference; Potency, µM (titrated, usually from 106 µM), for the others: at the top dose fluorescence change, negative = quenching; hit rate 0.29% among 280,000; active = well fitted curve in either direction with a large enough effect; inconclusive = small, poorly fitted or top-dose-only effect
#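 Flags fluorescent or light-absorbing compounds by total fluorescence, S + 2P, at 555 nm excitation and 632 nm emission. Mixture: 20 nM Texas Red SRC2 peptide, 0.6 uM human TRb LBD, 1 uM T3, 5% DMSO; compound exposure 5 h at ambient temperature.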
# RECQ1 inh: inhibitors of human RECQ1 DNA helicase | hit rate 0.54% among 240,000 | RECQ1 DNA unwinding, red fluorescence kinetic read | P46063 | AID 2549 | Potency, µM (top dose mostly 57.3 µM), for inactives: at the top dose activity, negative = inhibition, usual class: inhibitors;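 also: plate controls were vehicle for no effect and no enzyme for full effect; nearly all actives have a fitted effect of over 30% in size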
# Target sequence (P46063 whole entry, looked up): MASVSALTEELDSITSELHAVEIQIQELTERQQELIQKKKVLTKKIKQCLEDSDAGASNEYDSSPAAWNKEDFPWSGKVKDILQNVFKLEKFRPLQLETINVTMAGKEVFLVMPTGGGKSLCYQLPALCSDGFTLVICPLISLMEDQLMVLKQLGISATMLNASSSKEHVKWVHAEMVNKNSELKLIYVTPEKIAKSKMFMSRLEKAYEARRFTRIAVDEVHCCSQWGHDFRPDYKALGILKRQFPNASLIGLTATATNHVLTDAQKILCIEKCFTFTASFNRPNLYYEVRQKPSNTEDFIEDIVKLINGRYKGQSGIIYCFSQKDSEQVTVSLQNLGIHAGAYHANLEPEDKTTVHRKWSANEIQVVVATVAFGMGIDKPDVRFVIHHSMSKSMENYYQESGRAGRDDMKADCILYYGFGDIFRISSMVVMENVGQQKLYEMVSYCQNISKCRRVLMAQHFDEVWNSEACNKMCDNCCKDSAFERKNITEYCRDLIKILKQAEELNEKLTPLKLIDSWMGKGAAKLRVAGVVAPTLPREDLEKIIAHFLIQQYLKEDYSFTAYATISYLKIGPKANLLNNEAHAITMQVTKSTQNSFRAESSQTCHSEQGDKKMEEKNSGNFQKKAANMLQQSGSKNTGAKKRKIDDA
#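 50 nM RECQ1T1 preincubated 15 min with compound in Tris pH 8.0 buffer with MgCl2, DTT, Tween-20 and 2.5 ug/ml poly(dI-dC); started with 200 nM TAMRA/BHQ-2 forked duplex and 2 mM ATP. Unwinding read as fluorescence (525/598 nm), two reads 2 h apart.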
# * = called active by the depositor; i = inactive; ? = inconclusive; & = joins results of further samples. Unless noted, calls follow the shape of the dose curve; as a rule, active = well fitted curve in the direction sought with a large enough effect; inconclusive = small, poorly fitted or top-dose-only effect, or another doubt; inactive = no such curve, though single readings can be large; an effect the other way counts as inactive or inconclusive. Unless noted, % is scaled to controls: 0 for no effect and ±100 for the full control effect; potency is read from the fitted curve at half-maximal effect.
SMILES | TRb-SRC2 inh | RECQ1 inh | TR SRC2 fluor cs
Cc1cc2c(c(C)c1Cl)C(c1ccc3c(c1)OCO3)CC(c1ccccc1)O2 (configuration not stated) | 1%&-7% | i | 1%&1%
COC(=O)C1C[C@@H]2C3=C(C(=O)[C@@](C)(NC(=O)c4ccccc4)C3[C@H](C(=O)OC)C1)[C@H](C)n1c(=O)n(-c3ccccc3)c(=O)n12 (some centres not stated) | -7% | 1% | 0%
CC(=O)OCCBr | -5% | -17% | -3%
CCc1cccc2cc(C(O)CNC(C)(C)C)oc12 (configuration not stated) | 2% | 10% | -2%
CCOc1ccccc1-c1nnc2n1N=C(c1ccccc1OC)CS2 | -10% | -4% | -1%
COC(=O)CCN(Cc1ccco1)S(=O)(=O)c1ccc(F)cc1Br | 1% | 10% | 1%
CSCC[C@H](N)C(=O)N[C@@H](C)C(=O)NCC(=O)N[C@@H](CCCN=C(N)N)C(=O)N[C@@H](CO)C(=O)NCC(=O)N[C@@H](CC(=O)O)C(=O)N[C@@H](CO)C(=O)N[C@@H](CC(=O)O)C(=O)N[C@@H](CCC(=O)O)C(=O)N[C@@H](CC(=O)O)C(=O)N[C@@H](CC(C)C)C(=O)N[C@@H](CC(C)C)C(=O)N[C@@H](CCCCN)C(=O)N[C@@H](C)C(=O)N[C@H](C(=O)O)C(C)C | 0% | -7% | -5%
CC(C)(N)C(=O)N[C@@H](Cc1cnc[nH]1)C(=O)N[C@H](Cc1ccc2ccccc2c1)C(=O)N[C@H](Cc1ccccc1)C(=O)N[C@@H](CCCCN)C(N)=O | 2% | -12% | ?
CC[C@H](C)[C@H](NC(=O)[C@@H]1CCCN1C(=O)[C@H](C)NC(=O)[C@H](CC(N)=O)NC(=O)[C@@H]1CCCN1C(=O)[C@@H]1CCCN1C(=O)[C@H](CCCN=C(N)N)NC(=O)[C@H](Cc1ccc(O)cc1)NC(=O)[C@H](C)NC(=O)[C@@H]1CCCN1C(=O)[C@@H]1CCCN1C(=O)[C@@H](N)[C@@H](C)O)C(=O)N[C@@H](CC(C)C)C(=O)O | -2% | -17% | ?
CN1CCC(=O)N(C(CSc2ccc(Br)cc2)c2ccccc2)CC1 (configuration not stated) | 3% | 7% | 0%

# Next results.
SMILES | TRb-SRC2 inh | RECQ1 inh | TR SRC2 fluor cs
C[C@@H]1C(=O)N(S(=O)(=O)c2ccc([N+](=O)[O-])cc2)[C@H]1c1ccc(F)cc1 | -1% | -5% | -2%
CC(C)CC(NC(=O)NC(CCC(=O)O)C(=O)O)C(=O)O (configuration not stated) | 5% | -9% | -1%
O=C(NCCCCN1CCOCC1)c1cc2ccccc2o1 | 6% | -7% | 5%
Cc1noc(C)c1-c1ccc2ncnc(NC3CCCc4ccccc43)c2c1 (configuration not stated) | -5% | -5% | 0%
CC(=O)Nc1ccn(C2OC(C(COC(C)=O)NC(=O)C(Cc3ccccc3)NC(=O)OC(C)(C)C)C(OC(C)=O)C2OC(C)=O)c(=O)n1 (configuration not stated) | 1% | i | 1%
C=C1CCN(C(C)C(=O)OCc2cccc(C)c2)S(=O)(=O)c2ccccc21 (configuration not stated) | -4% | i | -1%
Cc1cn(C2CC3OCC(NC(=O)C4CCCN4C(=O)OC(C)(C)C)C3O2)c(=O)[nH]c1=O (configuration not stated) | 8% | -4% | -1%
CCC1CC=CC2C1C(=O)N(Cc1ccccc1)C2c1ccc(C(F)(F)F)cc1 (configuration not stated) | -5% | i | 0%
OCCC(O)CO (configuration not stated) | -1%&-26%&-4% | -8%&-3%&-12% | ?
O=S1(=O)C2CC3C=CC2(O3)C(O)C(Cc2ccccc2)N1Cc1cccc(F)c1 (configuration not stated) | -2% | 5% | 0%

# Continued, starting with the last four of the part before.
SMILES | TRb-SRC2 inh | RECQ1 inh | TR SRC2 fluor cs
Cc1cn(C2CC3OCC(NC(=O)C4CCCN4C(=O)OC(C)(C)C)C3O2)c(=O)[nH]c1=O (configuration not stated) | 8% | -4% | -1%
CCC1CC=CC2C1C(=O)N(Cc1ccccc1)C2c1ccc(C(F)(F)F)cc1 (configuration not stated) | -5% | i | 0%
OCCC(O)CO (configuration not stated) | -1%&-26%&-4% | -8%&-3%&-12% | ?
O=S1(=O)C2CC3C=CC2(O3)C(O)C(Cc2ccccc2)N1Cc1cccc(F)c1 (configuration not stated) | -2% | 5% | 0%
CC[C@H](C)[C@H](NC(=O)[C@H](Cc1ccc(O)cc1)NC(=O)[C@@H]1CCCN1C(=O)[C@H](CCCCN)NC(=O)[C@@H](N)CCCCN)C(=O)N[C@@H](CC(C)C)C(=O)O | 6% | -9% | -21%
C/C=C(/C)C(=O)O[C@H]1CC(C)=CC(=O)[C@@]2(C)CC[C@@](O)(C(C)C)[C@H]12 | -3% | -3% | -1%
Cc1noc(C)c1-c1ccc2ncnc(NCc3cccc(C(F)(F)F)c3)c2c1 | 0% | -9% | -1%
COc1ccc(C2/C=C\CN([S+](=O)([O-])c3ccc4ccccc4c3)C(C)C(=O)N2Cc2ccc(F)cc2)cc1 (configuration not stated) | -5% | i | 1%
Cc1ccc(-c2c(C3C4C=CCC(C)C4C(=O)N3Cc3ccccc3)ccc3ccccc23)cc1 (configuration not stated) | 3% | -6% | 0%
CC(=O)Nc1ccn(C2OC(C(COC(C)=O)NC(=O)C(CCCCNC(=O)OCc3ccccc3)NC(=O)OC(C)(C)C)C(OC(C)=O)C2OC(C)=O)c(=O)n1 (configuration not stated) | -3% | i | 0%
O=C(NCCNCCO)C1(C(F)(F)F)C/C(=C\CCO)CCCO1 (configuration not stated) | -5% | -2% | -3%
CC(C)CC(CSc1ccc(Br)cc1)N1CCN(CC(C)C)CCC1=O (configuration not stated) | 6% | i | -4%
COc1ccc(-c2ccc(OC)c(C3C4C=CCCC4(C)C(=O)N3Cc3ccccc3)c2)cc1 (configuration not stated) | -2% | -11% | 0%
CC[C@H](C)[C@H](NC(=O)[C@H](CO)NC(=O)[C@@H](NC(=O)[C@H](CO)NC(=O)[C@@H](NC(=O)[C@H](CC(N)=O)NC(=O)[C@H](Cc1ccccc1)NC(=O)[C@H](CO)NC(=O)[C@H](CS)NC(=O)[C@H](CC(N)=O)NC(=O)[C@H](CCCCN)NC(=O)[C@@H](NC(=O)[C@H](CCC(=O)O)NC(=O)CN)[C@@H](C)CC)[C@@H](C)CC)[C@@H](C)O)C(=O)N[C@@H](CCCN=C(N)N)C(=O)O | 5% | -14% | -1%

# More records follow:
SMILES | TRb-SRC2 inh | RECQ1 inh | TR SRC2 fluor cs
CCOc1ccc(N(C(=O)OC(C)(C)C)C(=O)c2ccc(O[Si](C)(C)C(C)(C)C)cc2)c(I)c1 | -5% | -12% | 0%
CCC1C(=O)CC2CCN3C(=O)CCC1C23 (configuration not stated) | 4% | 9% | -1%
O=C(NCc1ccccc1)C1(C(F)(F)F)C/C(=C/CCO)CCCO1 (configuration not stated) | -7% | i | 0%
CC(C)([CH2][Sn]([CH2]C(C)(C)c1ccccc1)([CH2]C(C)(C)c1ccccc1)[O][Sn]([CH2]C(C)(C)c1ccccc1)([CH2]C(C)(C)c1ccccc1)[CH2]C(C)(C)c1ccccc1)c1ccccc1 | 0% | 0% | 1%
O=C(O)c1ccc(-c2c3nc(c(-c4ccc(C(=O)O)cc4)c4ccc([n-]4)c(-c4ccc(C(=O)O)cc4)c4nc(c(-c5ccc(C(=O)O)cc5)c5ccc2[n-]5)C=C4)C=C3)cc1.[Mn+3] | 4%&-6% | -6%&6% | -5%&-3%
O=S(=O)(Nc1cccc2cccnc12)c1ccc(Br)s1 | -5% | -4% | 0%
O=c1ccc2ccc(OS(=O)(=O)O)cc2o1 | 0% | -9% | -3%
CC1CC=CC2C1C(=O)N(Cc1ccccc1)C2c1ccc2ccccc2c1-c1ccc(N(C)C)cc1 (configuration not stated) | -10% | -6% | 0%
OCC1=C[C@@H](O)[C@@H]2C=CO[C@@H](OC3O[C@H](CO)[C@@H](O)[C@H](O)[C@H]3O)[C@H]12 (some centres not stated) | -3% | -14% | -4%
CNc1nc2c(N)ncnc2n1[C@@H]1O[C@@H]2COP(=O)(O)O[C@H]2[C@H]1O | 3% | -12% | 1%

# Additional structures follow.
SMILES | TRb-SRC2 inh | RECQ1 inh | TR SRC2 fluor cs
O=C(O)C1NCCN(C(=O)c2ccc3c(ccc4ccccc43)c2)C1C(=O)O (configuration not stated) | 5% | -1% | -3%
CC(C)N1CCN(c2ccc(C(=O)c3c(-c4ccc(O)cc4)sc4cc(O)ccc34)cc2)CC1 | 6% | -22% | -4%
COc1ccc(C2/C=C\CN(C(=O)c3ccc(C)cc3)C(C)C(=O)N2Cc2ccc(F)cc2)cc1 (configuration not stated) | 1% | i | -1%
COC(=O)CCc1ccccc1S(=O)(=O)N(CCC(=O)OC)Cc1ccccc1 | -4% | -6% | -1%
CC(=O)OCC(NC(=O)C1CCCN1C(=O)OC(C)(C)C)C1OC(n2cc(F)c(=O)[nH]c2=O)C(OC(C)=O)C1OC(C)=O (configuration not stated) | 2% | i | -1%
COc1cccc(COCCN2CCN(S(=O)(=O)c3ccccc3)CCC2=O)c1 | -3% | 9% | -2%
C[C@@H]1COC(=O)O1 | 0% | -5% | 3%
CC1(C)CC1C(=O)N/C(=C/CCCCSCC(N)C(=O)O)C(=O)O (configuration not stated) | -4% | 16% | -2%
CCC/C=C1/CCCOC(C(=O)NCc2cc(C)n(C)n2)(C(F)(F)F)C1 (configuration not stated) | -3% | i | -1%
CC(=O)Nc1ccc(SCC(c2ccccc2)N2CCN(C)CCC2=O)cc1 (configuration not stated) | -8% | -12% | 0%

# (continued)
SMILES | TRb-SRC2 inh | RECQ1 inh | TR SRC2 fluor cs
CCC1(CC)C(=O)C2=C3C1[C@H](C(=O)OC)CC(C(=O)OC)C[C@H]3[C@H]1C(=O)N(C)C(=O)[C@H]1[C@H]2C (some centres not stated) | -14% | i | -2%
COc1ccc(CNc2nc(NCc3ccc(OC)cc3)c3ncn(C(C)C)c3n2)cc1 | -3% | -24% | -5%
CCOc1cc(/C=C(\C#N)C(N)=O)cc(CSc2ccccc2)c1O | -9% | -15% | -3%
O=c1c(O)c(-c2ccc(O[C@@H]3O[C@H](CO)[C@@H](O)[C@H](O)[C@H]3O)c(O)c2)oc2cc(O)cc(O)c12 | 4% | -5% | -12%
CC[C@@]1([C@@H]2O[C@@H]([C@H]3O[C@@](O)(CO)[C@H](C)C[C@@H]3C)C[C@@H]2C)CC[C@@H]([C@]2(C)CCC3(C[C@H](O)[C@@H](C)[C@@H]([C@@H](C)[C@@H](OC)[C@H](C)C(=O)O)O3)O2)O1 (some centres not stated) | 1% | -9% | -1%
CSCC[C@H](NC(=O)[C@H](CC(C)C)N1CCC(NC(=O)[C@@H](NC(=O)[C@H](Cc2ccccc2)NC(=O)[C@H](CO)NC(=O)[C@H](CC(=O)O)NC(=O)[C@@H](N)CCCCN)C(C)C)C1=O)C(N)=O (some centres not stated) | 8% | -15% | -11%
Cc1ccccc1N1CCN(S(=O)(=O)CC23CCC(CC2NC(=O)C(N)CCS(C)(=O)=O)C3(C)C)CC1 (configuration not stated) | 4% | -17% | 3%
Cc1noc(C)c1-c1ccc2ncnc(NCc3ccco3)c2c1 | 2% | 2% | -1%
OCCOCCN1CCN(Cc2cccc(Oc3ccccc3)c2)CC1 | 4% | -20% | -20%
N[C@@H](CCCCNC(=O)CCCC[C@@H]1SC[C@H]2NC(=O)N[C@H]12)C(=O)O | 3% | -13% | -22%
CC[C@H](C)[C@H](NC(=O)CNC(=O)[C@H](CCCNC(=N)N)NC(=O)CNC(=O)[C@@H](NC(=O)[C@H](Cc1ccc(O)cc1)NC(=O)[C@H](Cc1c[nH]c2ccccc12)NC(=O)[C@H](C)NC(=O)[C@@H]1CCCN1C(=O)[C@H](CC(N)=O)NC(=O)[C@@H](NC(=O)[C@H](CC(=O)O)NC(=O)[C@@H]1CCCN1C(=O)[C@@H](N)[C@@H](C)O)[C@@H](C)CC)[C@@H](C)O)C(=O)N[C@@H](CCCNC(=N)N)C(=O)N1CCC[C@H]1C(=O)N[C@H](C(=O)NCC(=O)N[C@@H](CCCNC(=N)N)C(=O)N[C@@H](Cc1ccccc1)C(N)=O)C(C)C | -4% | 11% | -8%
CCOC(=O)N1CCN([N+]([O-])=NOc2cc(O/N=[N+](\[O-])N(CC)CC)c([N+](=O)[O-])cc2[N+](=O)[O-])CC1 | 3% | 10% | -2%

# Some of the compounds tested; the hit share may differ from the screen's.
